BRCA1 expr up – increases BRCA1 expression; AID 624202; MCF7-BRCA1-FFLuc reporter, luminescence, 48 h; response scale: scaled: vehicle 0%, 10 µM genistein 100%; 380,000 tested, 1.1% active; Potency, µM (titrated, usually from 46.1 µM), without a hit: at the highest dose activation, most hits filed as activators; also: nearly all actives have a fitted effect of over 80% in size; some results filed as inactive show a strong effect at the top dose
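Using MCF7 cells harboring a BRCA1 firefly luciferase reporter, plated 2 h before compound pinning, the screen measured luminescence after 48 h incubation. Responses were normalized to DMSO and 10 microM genistein, then fitted for concentration-effect.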
p53 reactivator – restores transcriptional activity of mutant p53 | Potency, µM (top dose mostly 92.2 µM), for the others: at the highest dose activity change, positive = activation, hits mostly activators | H1299 p53-A138V BP100-luciferase reporter, luminescence, 24 h | 320,000 tested, 0.063% active; also: % of control where 0% means no effect; nearly all actives have a fitted effect of over 45% in size
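H1299 (p53-null), stable ts p53-A138V + BP100-Luc; 1000 cells/well, Opti-MEM/10% FBS; cpd 4 pt, 1:5; 24 h, 37 deg C, 5% CO2; detection reagent 10 min RT; luminescence.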
Rab9 promoter act – Rab9 promoter activation; Huh7 Rab9 promoter-luciferase reporter, luminescence, 24 h; Potency, µM (top dose mostly 9.22 µM), without a hit: top-dose activation, negative = inhibition, usual class: activators; 320,000 tested, 2.8% active; also: % of control where 0% means no effect; nearly all actives have a fitted effect of over 60% in size
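Huh7 cells stably carrying a Rab9 promoter-luciferase reporter, 1500 cells per well in OP-MEM I with 10% FBS, treated with compound 24 hours at 37C. Luciferase activity read by luminescence after 10 minutes with Amplite reagent.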
CXXC DNA block – blocks binding of human MLL CXXC domain to DNA. Q03164. MLL-CXXC / FITC-HOXA9 DNA fluorescence polarization. Potency, µM (doses to about 115 µM), without a hit: top-dose activity change, negative = inhibition, hits mostly inhibitors. 290,000 tested, 0.037% active. AID 2662; active = well fitted inhibition curve with a large enough effect in the polarisation, with a control signal flat, not every such curve was filed as active; inconclusive = small, poorly fitted or top-dose-only effect, or effect the other way, or a change in a side signal; inactive = no such curve, though single readings can be large or run the other way; the % refers to the polarisation
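Purified MLL-CXXC (added from a 7 uM solution) was preincubated 5 min at ambient with pinned compounds in 50 mM Tris-HCl pH 7.5, 50 mM NaCl, 1 mM DTT, 0.05% BSA. Fluorescein-labeled HOX-A9 DNA (50 nM solution) followed, 30 min, then polarization read.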
NPC1 prom act – activates the NPC1 promoter | 320,000 tested, 2.4% active | Potency, µM (series often up to 9.22 µM), without a hit: top-dose activation, hits mostly activators | Huh7 NPC1 promoter luciferase reporter, 24 h;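 also: % of control where 0% means no effect; nearly all actives have a fitted effect of over 60% in size; reporter is driven by a mutant NPC1 promoter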
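In 1536-well qHTS, Huh7 cells harboring an NPC1 promoter–luciferase construct received compound for 24 h; activation was quantified by luminescence following luciferase reagent addition.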
FLuc counter – counter-screen for miR-21 project: firefly luciferase inhibitors or activators; 360,000 tested, 6.9% active; purified FLuc, Km substrates, luminescence inhibition; AID 588342; P08659; Potency, µM (doses to about 57.5 µM), for inactives: at the top dose activity change, negative = inhibition, usual class: inhibitors;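 also: plate controls were vehicle for no effect and reference inhibitor for full effect; nearly all actives have a fitted effect of over 55% in size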
Target sequence (P08659 whole entry, looked up): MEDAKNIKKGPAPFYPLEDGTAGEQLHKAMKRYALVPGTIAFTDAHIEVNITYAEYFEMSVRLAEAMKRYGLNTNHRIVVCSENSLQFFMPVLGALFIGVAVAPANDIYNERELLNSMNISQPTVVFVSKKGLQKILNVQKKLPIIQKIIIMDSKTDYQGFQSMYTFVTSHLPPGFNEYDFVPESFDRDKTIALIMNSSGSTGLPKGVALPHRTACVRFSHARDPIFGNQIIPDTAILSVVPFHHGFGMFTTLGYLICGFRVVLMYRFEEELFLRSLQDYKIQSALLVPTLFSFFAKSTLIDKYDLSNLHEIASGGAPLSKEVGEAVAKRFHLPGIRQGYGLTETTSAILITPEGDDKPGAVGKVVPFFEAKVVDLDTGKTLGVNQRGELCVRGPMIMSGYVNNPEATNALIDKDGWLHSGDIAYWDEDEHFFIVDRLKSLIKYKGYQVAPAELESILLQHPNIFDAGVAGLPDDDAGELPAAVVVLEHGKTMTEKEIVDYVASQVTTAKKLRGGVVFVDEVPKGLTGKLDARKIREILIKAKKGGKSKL
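Purified P. pyralis luciferase, 10 nM final, with Km-level 10 uM D-luciferin and 10 uM ATP in 50 mM Tris acetate pH 7.5, 10 mM Mg acetate, 0.01% Tween-20, 0.05% BSA; 6-point qHTS titration about 60 µM downward; luminescence read.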
MBNL1 CUG block – blocks human MBNL1 binding to CUG repeat RNA; 280,000 tested, 0.036% active; Potency, µM (titrated, usually from 57.5 µM), without a hit: at the top dose activity change, negative = inhibition, most hits filed as inhibitors; TR-FRET MBNL1-His/biotin-(CUG)12 binding, 665/545 ratio; Q9NR56; active = well fitted inhibition curve with a large enough effect in the signal ratio, with a control signal flat, not every such curve was filed as active; inconclusive = small, poorly fitted or top-dose-only effect, or effect the other way, or a change in a side signal; inactive = no such curve, though single readings can be large or run the other way; the % refers to the signal ratio; also: % is scaled to controls: 0 for no effect and ±100 for the full control effect
Target sequence (Q9NR56 whole entry, looked up): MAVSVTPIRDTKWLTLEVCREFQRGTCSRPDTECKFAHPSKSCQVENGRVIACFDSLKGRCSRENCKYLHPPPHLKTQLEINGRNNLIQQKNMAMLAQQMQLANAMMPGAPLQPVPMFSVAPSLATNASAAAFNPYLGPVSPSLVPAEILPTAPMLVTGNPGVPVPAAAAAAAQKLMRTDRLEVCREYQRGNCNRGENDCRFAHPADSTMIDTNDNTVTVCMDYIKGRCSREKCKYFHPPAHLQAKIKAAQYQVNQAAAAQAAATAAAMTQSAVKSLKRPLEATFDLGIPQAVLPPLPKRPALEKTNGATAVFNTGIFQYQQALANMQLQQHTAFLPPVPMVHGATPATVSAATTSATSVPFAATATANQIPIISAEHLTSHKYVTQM
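TR-FRET between His-tagged MBNL1 and biotin-(CUG)12 RNA, detected with Tb anti-His antibody (0.055 ng/ul) and streptavidin-XL665 (5 nM), 60 min at room temperature. Compounds titrated 92 nM to 58 uM; 665/545 nm ratio normalized to buffer and complex controls.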
RORg inh – blocks mouse ROR gamma transcriptional activity | Drosophila S2 Gal4-RORgamma UAS-luciferase reporter, 20 h | Potency, µM (doses to about 53.6 µM), for the others: at the top dose activity change, negative = inhibition, actives largely listed as inhibitors | 310,000 tested, 5.4% active | AID 2551 | P51450; also: % is scaled to controls: 0 for no effect and ±100 for the full control effect; nearly all actives have a fitted effect of over 60% in size
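Compounds are pin-transferred onto Drosophila Schneider cells expressing a copper-inducible Gal4–ROR gamma transactivation domain fusion. After 1 hr, copper sulfate is added to 700 uM final; luciferase is read 20 hr later.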
Gal4-VP16 FLuc – inhibits Gal4-VP16 luciferase reporter, ROR gamma counter-screen. 310,000 tested, 3.5% active. Potency, µM (series often up to 53.6 µM), inactives show at the highest dose activity, negative = inhibition, hits mostly inhibitors. Drosophila S2 Gal4-VP16 UAS-luciferase, luminescence, 20 h;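 also: Gal4-VP16 expression switched on by copper sulfate through the metallothionein promoter; % is scaled to controls: 0 for no effect and ±100 for the full control effect; nearly all actives have a fitted effect of over 50% in size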
uPA generation – inhibitors of cell surface uPA generation | 330,000 tested, 0.31% active | Potency, µM (series often up to 38.3 µM), inactives show at the top dose activity change, negative = inhibition, most hits filed as inhibitors | cell surface uPA generation assay, qHTS | AID 540303; active = well fitted inhibition curve with a large enough effect; inconclusive = small, poorly fitted or top-dose-only effect; inactive = no such curve, though single readings can be large or run the other way; tested in mouse RAW 264.7 cells; also: % is scaled to controls: 0 for no effect and ±100 for the full control effect; nearly all actives have a fitted effect of over 55% in size
ELG1 genotoxic – inducers of genotoxicity in HEK293T ELG1-luciferase cells. HEK293T ELG1-luciferase reporter, luminescence, 16 h. Potency, µM (top dose mostly 46 µM), for inactives: top-dose activity change, positive = activation, most hits filed as activators. 330,000 tested, 1.3% active. AID 504466; also: % of control where 0% means no effect; nearly all actives have a fitted effect of over 60% in size
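After overnight (16 hr) compound treatment at 37 °C, ELG1-luciferase HEK293T cells were lysed with ONE-Glo; luminescence quantified 30 min later at room temperature.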
* hit, by the source's call; ? = inconclusive; · = no result given; & = joins results of further samples; [ ] = remark or other dose. Unless noted, calls follow the shape of the dose curve; as a rule, active = well fitted curve in the direction sought with a large enough effect; inconclusive = small, poorly fitted or top-dose-only effect, or another doubt; inactive = no such curve, though single readings can be large; an effect the other way counts as inactive or inconclusive. Potency is read from the fitted curve at half-maximal effect. A portion of the library, so the mix of outcomes need not match the whole.

SMILES | BRCA1 expr up | p53 reactivator | Rab9 promoter act | CXXC DNA block | NPC1 prom act | FLuc counter | MBNL1 CUG block | RORg inh | Gal4-VP16 FLuc | uPA generation | ELG1 genotoxic
Cn1c(=O)cc(SCC(=O)N2CCN(C(=O)c3ccco3)CC2)c2ccccc21 | 2% | -23% | -7% | -6% | -4% | -3% | -1% | 36% | ? | -3% | ?
COc1ccc2c(Cl)c(C(=O)NCC3CCCO3)sc2c1Cl (configuration not stated) | · | 3% | 22% | 12% | 4% | -9% | 207%[activator] | -5% | 2% | · | 2%
Cc1ccc(S(C)(=O)=NC(=O)NC(=O)c2c(Cl)cccc2Cl)cc1 (configuration not stated) | -9% | -4% | 1% | 1% | 2% | -3% | · | -15% | -3% | 8% | -2%
COc1ccc(CNC(=O)CNC(C)c2ccc(F)cc2)cc1 (configuration not stated) | -4% | 15% | 0% | 1% | -5% | 0% | -2% | -9% | -11% | 6% | -3%
O=C(/C=C/c1ccccc1)NNC(=O)c1cccnc1 | -3% | -4% | -2% | 2% | 2% | -5% | 15% | 0% | 0% | -1% | -1%
N#CC1=C(N)OC2=C(C(=O)CC(c3ccccc3)C2)C1c1ccc2c(c1)OCO2 (configuration not stated) | -38% | -14% | -8% | 4% | -1% | -7% | -3% | ? | -12% | 2% | 2%
Cc1csc2cc(-c3cccc([N+](=O)[O-])c3)c(-c3cccc([N+](=O)[O-])c3)c[n+]12 | -10% | 3% | 1% | 7% | 1% | 1% | ? | -1% | 0% | -6% | -1%
O=C(Cc1ccc([N+](=O)[O-])cc1)OCc1ccc([N+](=O)[O-])cc1 | 3% | 2% | -4% | 0% | -1% | 2% | 12% | -25% | 5% | 6% | 5%
COc1ccc(C(C(=O)NC2CCCC2)N(C(=O)c2ccco2)c2cccc(C(C)=O)c2)cc1OC (configuration not stated) | -4% | -2% | 0% | -3% | 1% | 2% | -4% | 3% | -10% | -3% | -10%
Cc1ccnc(NS(=O)(=O)c2cccc([N+](=O)[O-])c2)c1 | -27% | 7% | -4% | -8% | -1% | 0% | ? | -4% | -2% | -3% | 3%
COc1cc(NC(=O)COc2cc3oc(=O)cc(C)c3cc2Cl)cc(OC)c1OC | -36% | 1% | -4% | -2% | -6% | 1% | -3% | -42% | ? | 1% | -1%[9.26 µM]
CCOc1ccc(CCNC(=O)c2ccc3c(=O)[nH]c4c(C(=O)NC(C)C)sc(=S)n4c3c2)cc1 | -5% | -5% | 0% | -12% | 2% | 17µM* | 3% | -24% | 8% | 11% | -13%
CC(NC(=O)COC(=O)c1cc(Cl)ccc1O)C1CC2CCC1C2 (configuration not stated) | -6% | -7% | -9% | · | -1% | 2% | · | · | · | -12% | -2%
CCc1cc2c(=O)c(-c3nc4ccccc4n3C)coc2c(CN2CCCCC2C)c1O (configuration not stated) | 1% | -3% | -4% | -5% | -1% | 1% | -7% | 0% | -3% | 7% | -7%
O=C(O)CCC(=O)N1CCc2cc(S(=O)(=O)Nc3ccc4c(c3)OCCO4)ccc21 | 4% | 4% | 0% | 7% | -4% | -2% | -5% | 10% | -8% | 2% | 9%
CCN(CC)C(=O)c1cccc2nc3ccccc3nc12 | -36% | -2% | 0% | 0% | 1% | -1% | ? | 18% | -4% | -3% | -2%
CN(CCO)c1ccc([N+](=O)[O-])cc1C(=O)O | 50% | 4% | -9% | 4% | -4% | 9% | ? | 14% | 0%[0.365 µM] | 3% | -6%
CCOC(=O)c1c(C)c(C(=O)Nc2cc(F)ccc2F)c(C)n1C | -7% | ? | -15% | 13% | -15% | 3% | 176%[activator] | 42% | -3% | -9% | 9%
COc1cc(OC)c(-c2nn3c(-c4cccnc4)nnc3s2)cc1OC | · | 2% | -13% | -3% | 4% | -1% | -6% | 5% | 3% | · | 13%
COc1ccc(NC(=O)NNS(=O)(=O)c2ccc(Br)cc2)cc1 | 18% | -4% | 5% | 16% | -4% | -1% | -7% | -33% | -10% | 0% | 1%
Cc1cccc(NC(=O)CN2CCc3cc4c(cc3C2C)OCCCO4)c1 (configuration not stated) | -29% | -4% | -1% | -3% | -2% | 3% | 1% | ? | -17% | 2% | -6%
COc1ccc(-c2nnc(SCC(=O)/C(C#N)=C(\C)N)o2)cc1 | 4% | 52% | 26% | -5% | 0.71µM* | 0.95µM* | -5% | -38% | ? | · | 1µM*
CC(C)(C)OC(=O)CNC(=O)c1[nH]cnc1C(=O)Nc1ccc(Cl)cc1 | -35% | 5% | -1% | 4% | 2% | 5% | -7% | 4.5µM* | 13µM* | -4% | -6%
O=C(Cn1c(=O)c2c(ncn2C2CCCC2)n(Cc2ccccc2)c1=O)N1CCc2ccccc21 | -14% | -6% | -1% | 14% | 3% | 0% | 10% | 21% | -1% | 6% | -1%
N#C/C(=C(/O)CSc1ccccc1C(=O)O)c1nc2ccccc2s1 | 0% | 4% | 0% | -5% | 0% | 5% | 0% | -6% | -4% | 1% | 0%
CC(=O)c1c(C)nc(-c2ccccc2)n1O | 0% | -2% | 2% | 1% | -3% | -8% | -3% | -6% | -6% | · | -2%
CCCS(=O)(=O)N1CCN(Cc2ccc([N+](=O)[O-])cc2)CC1 | -49% | 7% | -2% | 13% | -9% | 9% | · | 16% | 5% | -3% | -2%
CCOc1ccc(NC(=O)CC2C(=O)N(CC)C(=S)N2NC(=O)c2ccncc2)cc1 (configuration not stated) | -1% | -3% | 4% | -2% | -4% | -2% | -3% | -19% | -3% | 0% | 0%
COc1cccc(CNC(=O)C(C)n2nc(C)n3c(cc4occc43)c2=O)c1 (configuration not stated) | 0% | -8% | 0% | 3% | -5% | 3% | 0% | 1% | 3% | -6% | 0%
Cc1cc(C)n(CC2CC(=O)N(c3cc(Cl)cc(Cl)c3)C2=O)n1 (configuration not stated) | 6% | 8% | -9% | 9% | 1% | 3% | -1% | 3% | 5% | 1% | 0%
CCN(Cc1cnn(C)c1)C(=O)c1cc(COc2ccc(F)cc2F)on1 | 60% | 3% | 13% | ? | 12% | -8% | -7% | 10% | 0% | 5% | 3%
COc1cc(OC)c(-c2cc(C(=O)O)ccc2OC)c(OC)c1 | -19% | 14% | 0% | -3% | 0% | -1% | · | -11% | -1% | 3% | 2%
COc1cc2c(cc1OC)-c1cc(Nc3ccc4c(c3)OCCO4)nc(=O)n1CC2 | -36% | -9% | -10% | ? | -1% | 15µM* | 0% | ? | ? | 0% | ?
CN(C)c1ccc(/C=N\NC(=O)c2cccc3cc[nH]c23)cc1 | 69% | 17% | ? | 0% | 22% | 12µM* | 12% | 7.9µM* | ? | ? | ?
CCOC(=O)N1CCN(C(=O)CSCC(=O)Nc2nc(-c3ccc(-c4ccccc4)cc3)cs2)CC1 | 2% | 1% | ? | 4% | ? | -16% | ? | ? | 6.3µM* | ? | 2.6µM*
CC(C)c1ccc(N2C(=O)/C(=C/N(C)C)SC2=S)cc1 | 29% | 12% | 11% | ? | 3% | ? | ? | 23% | ? | 6% | 2%
COc1cccc(NC(=S)N2CCN(Cc3ccccc3)CC2)c1 | -2% | 3% | -6% | 13% | 1% | -20% | · | ? | 20µM* | -1% | 0%
COc1ccc(C(CC(=O)N2CCOCC2)c2c(OC)cc(OC)c3c(-c4ccccc4)cc(=O)oc23)cc1 (configuration not stated) | -3% | -5% | -6% | -2% | -2% | -1% | -3% | 34%&-5% | -23%&-6% | 13% | 5%
Cc1cccc(NC(=S)NCc2ccccc2)c1C | -11% | -1% | -2% | 2% | 1% | 1% | -3% | 4µM* | 5.6µM* | 0% | 0%
CCC(Sc1nc2ccccc2c2nc3ccccc3n12)C(=O)NCc1ccco1 (configuration not stated) | · | 1% | 2% | -7% | -1% | 2% | 1% | 11% | 2% | · | 4%

Compound profiles (already shown).
COc1ccc(C(CC(=O)N2CCOCC2)c2c(OC)cc(OC)c3c(-c4ccccc4)cc(=O)oc23)cc1 (configuration not stated) across the screens: BRCA1 expr up = -3%; p53 reactivator = -5%; Rab9 promoter act = -6%; CXXC DNA block = -2%; NPC1 prom act = -2%; FLuc counter = -1%; MBNL1 CUG block = -3%; RORg inh = 34%&-5%; Gal4-VP16 FLuc = -23%&-6%; uPA generation = 13%; ELG1 genotoxic = 5%
Cc1cccc(NC(=S)NCc2ccccc2)c1C across the screens: BRCA1 expr up = -11%; p53 reactivator = -1%; Rab9 promoter act = -2%; CXXC DNA block = 2%; NPC1 prom act = 1%; FLuc counter = 1%; MBNL1 CUG block = -3%; RORg inh = 4µM*; Gal4-VP16 FLuc = 5.6µM*; uPA generation = 0%; ELG1 genotoxic = 0%
